CASP6 VEID inh: caspase-6 (human) enzyme inhibition; P55212; inhibition, % at 12.5 µM; purified caspase-6, Z-VEID-R110 cleavage fluorescence; AID 686996; actives 0.53% (n = 350,000);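 active = mean inhibition across replicates at least about 35%, with every replicate also reaching that limit, limit read from the data; inconclusive = only one of the two criteria met; inactive = neither criterion met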;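 note: 0% = median of neutral control wells and 100% = no fluorescence left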
Target sequence (P55212 24-179 limits assumed): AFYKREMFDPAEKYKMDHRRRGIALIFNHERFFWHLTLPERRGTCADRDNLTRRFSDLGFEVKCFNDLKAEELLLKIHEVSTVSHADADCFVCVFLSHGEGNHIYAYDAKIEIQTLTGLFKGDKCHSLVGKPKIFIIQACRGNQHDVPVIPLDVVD
Target sequence (P55212 194-293 limits assumed): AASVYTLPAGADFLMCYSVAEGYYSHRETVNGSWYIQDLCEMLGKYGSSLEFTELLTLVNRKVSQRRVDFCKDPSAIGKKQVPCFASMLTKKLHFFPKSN
ARNT-TACC3 inh: disrupts binding between human ARNT and TACC3; Q9Y6A5; AlphaScreen His-ARNT PAS-B/GST-TACC3 binding, luminescence; TACC3 fragment carries E629A point mutation; inhibition, % at 9.99 µM; actives 0.66% (n = 390,000); AID 623870;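 active = mean inhibition of replicates at least 50% and at least half of replicates each reaching 50%; inconclusive = half or more replicates reach 50% but mean below 50%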;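 note: 0% = complete ARNT plus TACC3 wells and 100% = ARNT alone without TACC3; many hits fall short of the cut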
RAD52 anneal inh: RAD52 (human) annealing inhibition; AID 651710; P43351; actives 0.46% (n = 360,000); recombinant RAD52 DNA annealing, FRET fluorescence; inhibition, % at 18.7 µM;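 active = every replicate showing at least 50% inhibition; inconclusive = mean inhibition at least 50% but not in every replicate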
esBAF inh: SWI/SNF esBAF complex inhibition. mouse ES cells, Bmi1-luciferase knock-in reporter, 24 h; 100% = twice the neutral-well signal. reporter increase, % at 12.5 µM. actives 2% (n = 350,000). AID 602393; in the data active = activation above about 40%; inconclusive = no clear call, values can overlap the other calls;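 note: 0% = median of the plate's neutral control wells and 100% = double that signal; a rise in the Bmi1 reporter signal indicates esBAF inhibition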
ERp5 block: ERp5 (human) disulfide isomerase inhibition | Q15084 | ERp5 insulin aggregation, absorbance 650 nm, 90 min | inhibition, % at 9.99 µM | actives 0.05% (n = 350,000);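 active = mean replicate inhibition above about 25%, with every replicate also reaching it, limit read from the data, passing the limit was not always enough; inconclusive = only one of those two criteria met; inactive = neither criterion met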
E-sel inducer: E-selectin induction on HUVECs | P16581 | actives 0.37% (n = 260,000) | activation, % at 7.58 µM | HUVEC E-selectin immunofluorescence imaging; normalized: neutral wells 0, TNF-alpha wells 100;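 active = mean E-selectin-positive cell signal at least 10% of the positive control, reached in at least 60% of replicates, without over 20% cell loss; inconclusive = no rule given, readout overlaps actives, possibly toxicity-flagged; inactive = the rest, including those meeting only one limit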;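 note: in these data hits start at about 27%; measured in HUVEC primary endothelial cells; signal is the percent of cells scored E-selectin positive by PE staining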
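Test system: HUVEC; input: 3,000 HUVEC/well; measured by: immunofluorescence imaging; read-out: % PE-positive cells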
RAD54 inh: inhibitors of human RAD54 branch migration; inhibition, % at 10.4 µM; RAD54 Holliday junction branch migration, FAM/BHQ fluorescence; actives 0.14% (n = 360,000);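 active = mean normalized replicate activity at least 40 and at least half of replicates scoring 40 or more; inconclusive = only one of the two criteria met; inactive = mean below 40 and under half of replicates reaching 40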;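 note: 0% = median of neutral control wells and 100% = median of positive control wells; inhibitors cause a drop in the FAM fluorescence signal; in these data hits start at about 50%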
Target sequence (Q92698 whole entry, looked up): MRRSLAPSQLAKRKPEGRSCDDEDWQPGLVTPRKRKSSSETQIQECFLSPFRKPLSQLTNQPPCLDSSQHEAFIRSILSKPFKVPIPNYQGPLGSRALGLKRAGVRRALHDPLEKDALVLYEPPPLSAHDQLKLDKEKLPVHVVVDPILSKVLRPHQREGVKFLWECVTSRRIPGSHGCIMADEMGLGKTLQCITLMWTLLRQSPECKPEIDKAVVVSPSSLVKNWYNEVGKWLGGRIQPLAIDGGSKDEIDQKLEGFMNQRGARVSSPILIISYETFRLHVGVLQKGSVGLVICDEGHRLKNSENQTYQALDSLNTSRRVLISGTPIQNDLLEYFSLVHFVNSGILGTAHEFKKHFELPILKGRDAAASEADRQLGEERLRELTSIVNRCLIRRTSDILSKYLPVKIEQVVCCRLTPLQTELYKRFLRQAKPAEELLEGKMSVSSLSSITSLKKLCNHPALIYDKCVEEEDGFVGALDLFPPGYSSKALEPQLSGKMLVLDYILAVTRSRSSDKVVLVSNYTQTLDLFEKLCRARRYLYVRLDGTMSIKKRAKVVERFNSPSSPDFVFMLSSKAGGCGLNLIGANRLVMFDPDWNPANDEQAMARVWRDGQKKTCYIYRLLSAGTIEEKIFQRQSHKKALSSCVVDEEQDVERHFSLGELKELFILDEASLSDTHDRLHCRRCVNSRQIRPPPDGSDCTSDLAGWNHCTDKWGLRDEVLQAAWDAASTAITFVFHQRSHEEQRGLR
PglD DTNB: PglD (C. jejuni) enzyme inhibition; purified PglD enzyme, DTNB colorimetric CoA detection; inhibition, % at 12.5 µM; actives 0.098% (n = 360,000); in the data active = inhibition above about 16%, passing the limit was not always enough; inconclusive = no clear call, values can overlap the other calls; note: strong numbers were not always called active
* = called active by the depositor; i = inactive; u = inconclusive; x = no result given; & = joins results of further samples.

Under each structure – esBAF inh	ERp5 block	ARNT-TACC3 inh	E-sel inducer	PglD DTNB	CASP6 VEID inh	RAD52 anneal inh	RAD54 inh
CCCC(=O)Nc1cc(C(=O)N2CCC3(CC2)OCCO3)ccc1S(=O)(=O)c1ccc(C)cc1
→ -10	x	3	x	5	x	x	-5
CN(CC1COc2ccccc2O1)c1nc(-c2cccnc2)nc2ccccc12 (configuration not stated)
→ -9	x	-14	x	12	x	x	-5
Clc1cccc(N2Cc3cc(N4CCOCC4)ccc3-n3nncc3C2)c1
→ -6	4	x	-0.2	-4	4	13	8
COc1ccc(CC2C(=O)NC(C)C(=O)N(C)C3C(=O)N(C)C(Cc4ccc(O)c(c4)Oc4ccc(cc4)C3O)C(=O)NC(C)C(=O)NC(C)C(=O)N2C)cc1 (configuration not stated)
→ x	3	-6	-0.3	x	4	-17	x
CC(C)N1CCN(Cc2cc3c(cc2Cl)OCO3)CC1CCO (configuration not stated)
→ 0	5	-5	2.5	-3	-1	-7	-2
CCCCCn1c(=O)c(C(=O)NCc2ccco2)c(O)c2ccccc21
→ x	6	-12	0.8	x	0	-6	x
CSc1ccc(C(=O)C2CCCN(Cc3cccnc3)C2)cc1 (configuration not stated)
→ 4	4	-6	x	x	7	0	x
O=C1NC(=O)N(Cc2cccs2)C(=O)/C1=C/c1ccc(N2CCOCC2)cc1
→ x	0	0	-1.2	x	2	-33	x
O=C1OCCC1NC1=NCCC1 (configuration not stated)
→ -5	x	-2	x	0	x	x	5
CCOP(=S)(OCC)SCC(=O)NC(C)(CC)C(=O)O (configuration not stated)
→ -7	x	1	x	0	x	x	1
COc1ccc(CN2CC=C(c3ccc(F)cc3)CC2)cc1Br
→ -16	3	-3	-0.2	4	-1	-4	-7
CCCCC(=O)N/N=C/c1c(O)n(C2CC2)c(=S)[nH]c1=O
→ x	5	1	-0.3	x	-1	-3	x
CN1C2CCC1CC(=NO)C2
→ -5	6	-6	x	5	-5	-4	-1
CCOP(=O)(C#CC(C)(C)C)C1(O)CCCCC1 (configuration not stated)
→ -5	x	-4	x	-9	x	x	1
CNC(=O)Nc1ccc(C(=O)N/N=C\C23CC[C@@H](O)CC2(O)CC[C@@H]2[C@@H]3CCC3(C)C(C4=CC(=O)OC4)CCC23O)cc1 (some centres not stated)
→ -3	3	-2	x	5	-5	-10	x
CCCC1CCCCC12C(=O)NC(=O)NC2=O (configuration not stated)
→ x	3	-7	1.3	x	-1	1	x
Cc1ccc(N2C(=O)NC(=O)/C(=C\c3cc(C)n(-c4ccc(C(=O)O)cc4)c3C)C2=O)cc1
→ -3	-1	1	x	-18	12	-334	-3
O=C(NN=Cc1ccc(N(CCCl)CCCl)cc1)c1cc(=O)[nH]c(=O)[nH]1
→ -6	0	-5	-0.2	-6	7	-35	6
Oc1ccc(/C=N/NP(=S)(c2ccccc2)c2ccccc2)c(O)c1O
→ -4	x	-7	x	5	x	x	-6
CCCCCn1c(=O)c(C(=O)NCc2ccccc2)c(O)c2ccccc21
→ -3	4	-7	0.9	0	-5	-25	-12
COC(=O)C(O)(c1ccc(NC(=O)c2ccccc2)cc1)C(F)(F)F (configuration not stated)
→ u	-1	-2	0.2	3	-2	-3	-3
COC(=O)[C@H]1[C@H](CO)[C@H]2Cn3c(ccc(/C=C/c4ccccc4)c3=O)[C@@H]1N2Cc1ccccc1F
→ 2	-2	-31	0.2	3	-4	-10	0
CCOP(=O)(/C=C(\Cl)c1ccccc1)C(O)c1ccc(F)cc1 (configuration not stated)
→ 1	3	-7	-0.3	-1	1	-3	-6
CCN(CC)c1ccc(CN(C)CCc2ccc(OC)c(OC)c2)cc1
→ -51	x	3	x	-3	x	x	9
O=C1CCN(C(=O)CNC(=O)Cc2ccccc2)CC1
→ x	3	1	6.0	x	0	-6	x
CCOC(=O)[C@@H]1[C@@H]2NC(=O)N[C@@]1(C)Oc1ccccc12
→ x	-5&1	2	x	1	-3&2	12&13	1
COc1cccc(CN2CC3(C2)[C@H](c2ccccc2)[C@H](CO)N3C(=O)Cc2ccccc2)c1
→ x	1	x	0.0	x	-1	0	x
O=c1[nH]c(=O)n(CC2CCCO2)c(O)c1/C=C1\C=Nc2ccccc21 (configuration not stated)
→ x	-1&4	-1&23	0.2&0.2	-7	4&-1	-14&-79	-4
CCOC(=O)c1ccc(N=C(CC)c2c(O)n(C)c(=O)n(C)c2=O)cc1
→ x	-1	-10	x	x	-3	-8	x
O=S(=O)(F)c1ccc2nc(-c3cccc(Sc4ccccc4)c3)cc(Cl)c2c1
→ x	-1	-4	x	x	0	-17	x
COc1cc(C(C)=O)ccc1OC(=O)N(C)c1ccccc1
→ -7	2	1	x	4	-1	-14	-2
CCC(CC)N1CCN(Cc2nc3ccccc3c(=O)n2-c2ccc(F)cc2)CC1
→ -4	4	-2	x	-3	-5	-13	0
C[N+]1(C)CCc2cc3c(cc2[C@H]1[C@@H]1OC(=O)c2c1ccc1c2OCO1)OCO3
→ -1&-1&6	0&-4	9&-5&-2	-0.3&0.0	-2&-1&1	5&2	-3&16	7&-1&11
COC(=O)C1=C(c2ccc3ccccc3c2)C[C@@H]2CC[C@H]1N2C(=O)NC1Cc2ccccc2C1
→ -8	1	3	-0.2	1	5	-23	4
C#C[C@@]1(O)CCC2C3CCC4=C/C(=N/OCC(=O)NC(C(=O)O)C(C)O)CC[C@]4(C)C3CC[C@@]21C (some centres not stated)
→ -2	-3	-5	0.0	4	0	-5	-6
CCN1/C(=C/C=C/C2=[N+](CC)c3ccccc3C2(C)C)C(C)(C)c2ccccc21
→ -77	3	x	131*	2	-30	i	i
CCOC(=O)c1c(-n2c(C)cc(/C=C3/C(=O)NC(=O)N(CC)C3=O)c2C)sc2c1CCCC2
→ x	8	x	x	3	-1	-25	3
C=COCCn1c(C)c(C(=O)OCC)c2cc(O)ccc21
→ 4	x	4	x	5	x	x	-12
CC1(O)CCC2C3CCC4=CC(=O)CCC4=C3C=CC21C (configuration not stated)
→ 2	0	-1	-0.3	-1	-2	-24	6
Brc1ccc(C2N3CCCN23)cc1 (configuration not stated)
→ x	-1	-28	x	x	0	-15	x

Two entries drawn at random from the list so far, as already listed:
Under each structure – esBAF inh	ERp5 block	ARNT-TACC3 inh	E-sel inducer	PglD DTNB	CASP6 VEID inh	RAD52 anneal inh	RAD54 inh
Brc1ccc(C2N3CCCN23)cc1 (configuration not stated)
→ x	-1	-28	x	x	0	-15	x
COc1ccc(CC2C(=O)NC(C)C(=O)N(C)C3C(=O)N(C)C(Cc4ccc(O)c(c4)Oc4ccc(cc4)C3O)C(=O)NC(C)C(=O)NC(C)C(=O)N2C)cc1 (configuration not stated)
→ x	3	-6	-0.3	x	4	-17	x

(listing goes on)
Under each structure – esBAF inh	ERp5 block	ARNT-TACC3 inh	E-sel inducer	PglD DTNB	CASP6 VEID inh	RAD52 anneal inh	RAD54 inh
O=c1c2ccccc2nc(-c2ccco2)n1-c1ccccc1
→ 4	x	3	x	-5	x	x	-9
O=C(Cn1c(NCCCl)nc2ccccc21)c1ccc(Br)cc1
→ -6	0	2	x	-3	1	-22	-1
CCCCn1c(O)c(C(C)=NCCCN(C)C)c(=O)[nH]c1=O
→ -4	6	-1	x	-4	-5	-23	-4
Cc1cc(C)c2c(c1)-c1cc(C)nn1C(c1cccnc1)N2 (configuration not stated)
→ -6	-13	1	-0.5	-5	3	-1	-8
CCCNC(=O)N1[C@@H]2c3ccc(-c4cccc(C(=O)N(C)C)c4)c(=O)n3C[C@H]1[C@H](CO)[C@H]2C(=O)O
→ x	3	x	0.2	x	0	6	x
COc1ccccc1N1CCN(Cc2c(F)cccc2Cl)CC1
→ 3	x	-3	x	-4	x	x	-9
Fc1cccc(F)c1CN1CCN(Cc2c(F)cccc2F)CC1
→ 2	x	-3	x	3	x	x	1
COC(=O)[C@H]1[C@H](CO)[C@H]2Cn3c(ccc(-c4ccccc4OC)c3=O)[C@@H]1N2Cc1ccccc1
→ 3	3	0	0.0	-1	x	0	-1
Cc1ccc(Cn2ccccc2=N)cc1
→ 2	1	15	x	-4	3	4	-4
COC1/C=C/C=C(\C)Cc2cc(O)c(Cl)c(c2)N(C)C(=O)CC(OC(=O)C(C)C)C2(C)OC2C(C)C2CC1(O)NC(=O)O2 (configuration not stated)
→ x	6	1	0.7	x	4	-4	x
CCN(CC)c1ccc(/C=C2\C(=O)NC(=O)N(CC3CCCO3)C2=O)cc1 (configuration not stated)
→ -2	-5	6	x	-4	2	-54	-11
CN(C)C1(CNC(=O)c2ccc(Cl)c(S(=O)(=O)NCc3ccco3)c2)CCCCC1
→ 8	x	2	x	1	x	x	3
CCc1nn(CC(=O)N2CCC3(CC2)OCCO3)c(=O)c2cc3ccccc3n12
→ -3	3	-12	3.9	-1	1	-6	3
Cc1nc2cc(C(=O)N3CCC4(CC3)OCCO4)ccc2n1-c1ccc(Br)cc1
→ 0	x	-3	x	2	x	x	-2
CC12CN3C(O)C(C)(C1)CC(C)(C2)C3O (configuration not stated)
→ -4	x	-5	x	-2	x	x	-15
O=[N+]([O-])c1ccc(N2CCCCCC2)c2ncccc12
→ 5	-1	28	0.0	x	x	-11	x
CCOc1ccc2nc(N=Nc3c(O)[nH]c(=S)[nH]c3=O)sc2c1
→ x	-1	10	0.4	x	0	2	x
FC(F)=C(F)CCSc1ncn[nH]1
→ x	-13	3	2.0	x	2	3	x
Cc1c(C(=O)c2ccccc2)c2ccccc2n1C
→ x	1	x	0.8	x	2	-8	x
Cc1cc(Cl)nc(N)n1
→ x	x	2	-0.8	5	x	x	-1
C[C@]12CCC3C(C[C@@H](O)[C@H]4C[C@@H](O)CC[C@]34C)C1CC[C@@H]2O (some centres not stated)
→ -7	5	-4	0.0	-1	0	-26	-2
Cc1cc(/C=C2/C(=O)NC(=O)N(c3ccccc3)C2=O)c(C)n1-c1ccc(F)cc1
→ -7	x	-1	x	-20	x	x	0
C[C@]12CCC3C(CC[C@H]4C[C@@H](O)CC[C@]34C)C1CC[C@@]2(O)C(F)(F)F (some centres not stated)
→ 3	9	x	-0.1	0	1	-10	-3
CN1C(=O)/C(=C\c2ccc(N3CCCCCC3)cc2)C(=O)NC1=S
→ x	-2	-2	6.6	x	4	-88	x
COc1ccccc1N=Nc1c(O)[nH]c(=S)[nH]c1=O
→ x	-5	-2	1.5	x	-1	-16	x
C[C@]12C=CC(=O)C=C1C=C[C@@H]1C2CC[C@]2(C)C(=O)CCC12 (some centres not stated)
→ 1	3	0	-0.4	5	0	-10	-7
CC12CC(O)C3C(CCC4=CC(=O)CCC43C)C1CCC2=O (configuration not stated)
→ x	5	-9	x	-5	-1	-4	0
C[C@]12CCC3C(CC[C@H]4C[C@H](O)CC[C@]34C)C1[C@@H](O)[C@@H](O)[C@@H]2O (some centres not stated)
→ -5	-13	-3	-0.5	2	1	-15	-9
C=CCn1c(O)c(/C(C)=N/NC(=S)Nc2ccccc2)c(=O)[nH]c1=O
→ x	9	-1	4.2	2	16	-20	2
Cc1ccc2c(c1)C1CN(C)CCC1N2C(=O)c1cccs1 (configuration not stated)
→ x	2	-2	6.6	x	-3	-13	x
O=C(c1cccc([N+](=O)[O-])c1)C12CN3CN(CN(C3)C1)C2
→ -4	-1	-6	3.5	2	-1	-15	-4
COC(=O)C1=C(c2cccc3c2S(=O)(=O)c2ccccc2-3)C[C@@H]2CC[C@H]1N2C(=O)N1CCOCC1
→ -4	-3	-3	0.1	-1	x	-9	3
C=CCn1c(O)c(C=NCCCOc2ccc(CC)cc2)c(=O)[nH]c1=S
→ 0	x	-26	x	2	x	x	-10
Cc1ccc(C2CN(C)CC2C(=O)c2ccc(F)cc2)cc1 (configuration not stated)
→ -4	1	3	0.1	-1	-3	-14	9

Not all compounds are listed, so the mix of outcomes need not match the whole.
